V1aR counter = V1a receptor agonism, counter-screen for OXTR agonists; 320,000 tested, 0.25% active; AID 2797; CHO-V1R cells, Fluo-8 calcium fluorescence, agonist mode; 0% DMSO, 100% 3 nM vasopressin; activation, % at 3 µM; P37288;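 active means activation above the mean activation of all tested compounds plus 3 SD, per screening run, cut at about 20% in these data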;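 further: signal is peak over basal fluorescence ratio across a 100 second FLIPR read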
OXTR agonist = activates the human oxytocin receptor; 320,000 tested, 0.32% active; P30559; CHO-OTR cells, Fluo-8 calcium fluorescence; normalized: DMSO 0%, oxytocin 100%; activation, % at 3 µM;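 active means activation above the mean of all tested compounds plus 3 SD, cutoff set per screening run, cut at about 20% in these data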;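 further: peak over basal fluorescence ratio from a 100 s FLIPR kinetic read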
GPR7 antagonist = human neuropeptides B/W receptor 1 antagonism | P48145 | GPR7-expressing cells, fluorescence antagonist assay | inhibition, % at 4.4 µM | 290,000 tested, 1.1% active; in the data active means inhibition above about 16%, passing the limit was not always enough;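 further: cells stimulated with the agonist NPW; 0% = agonist with vehicle and 100% = vehicle without agonist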
Target sequence (P48145 whole entry, looked up): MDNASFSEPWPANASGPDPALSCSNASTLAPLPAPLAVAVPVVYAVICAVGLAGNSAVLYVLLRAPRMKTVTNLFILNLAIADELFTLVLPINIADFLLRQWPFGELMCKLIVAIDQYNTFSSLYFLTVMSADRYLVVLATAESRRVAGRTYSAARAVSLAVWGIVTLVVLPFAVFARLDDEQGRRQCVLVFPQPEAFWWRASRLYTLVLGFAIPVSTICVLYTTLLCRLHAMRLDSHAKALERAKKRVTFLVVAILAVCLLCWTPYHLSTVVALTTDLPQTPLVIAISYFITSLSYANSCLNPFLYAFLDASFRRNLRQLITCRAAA
MEKK2wt PB1 HTS = raises or lowers MEK5 binding to wildtype human MEKK2 PB1 domain; Q9Y2U5; bead flow cytometry, Alexa488-MEK5 binding to MEKK2 WT; actives lie on both sides; binding response (% of control), % at 10 µM; 290,000 tested, 1.1% active; AID 1531; in the data active means binding response below about 67% or above about 130%
MEKK2 mut-MEK5 = signal of MEK5 binding to mutant human MEKK2 PB1 domain; AID 1530; percent response, % at 10 µM; bead flow cytometry, Alexa488-MEK5 binding to MEKK2 mutant; 290,000 tested, 0.35% active; in the data active means percent response above about 24%, passing the limit was not always enough; further: inactives centre near 1; some results filed as inactive read as strong as hits; reference of the scale not given here
PHOSPHO1 inh = inhibitors of human PHOSPHO1 phosphatase | Q8TCT1 | 290,000 tested, 1.1% active | inhibition, % at 13.3 µM | recombinant PHOSPHO1, absorbance phosphatase assay; in the data active means inhibition above about 60%
Target sequence (Q8TCT1 whole entry, looked up): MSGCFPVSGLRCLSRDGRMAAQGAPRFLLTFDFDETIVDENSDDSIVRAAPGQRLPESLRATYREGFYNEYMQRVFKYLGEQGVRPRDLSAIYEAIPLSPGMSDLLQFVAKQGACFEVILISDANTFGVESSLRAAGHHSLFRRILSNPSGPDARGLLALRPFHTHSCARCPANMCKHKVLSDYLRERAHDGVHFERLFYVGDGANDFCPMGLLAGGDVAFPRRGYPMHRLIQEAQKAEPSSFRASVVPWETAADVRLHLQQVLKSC
MEKK3 PB1 HTS = MEKK3-MEK5 PB1 interaction, increase or decrease; Q99759; bead-based flow cytometry, Alexa488-MEK5 binding to MEKK3; actives lie on both sides; 0 = blocked by unlabeled MEK5, 100 = vehicle; 290,000 tested, 1.4% active; AID 1529; binding response (% of control), % at 10 µM;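 active means binding response more than 3 SD above or below the average of its plate-row segment, actives on both sides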;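 further: Alexa488 bead fluorescence after subtracting the streptavidin-only scavenger bead signal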
NALP1 yeast inh = NALP1 inhibition; S. cerevisiae NALP1/ASC/caspase-1 growth, X-gal OD620, 72 h; inhibition, % at 10 µM; 280,000 tested, 0.61% active; in the data active means inhibition mostly above about 24%, no sharp cut-off; inactive means mostly below about 32%; further: some compounds called inactive have numbers as strong as hits
GalR3 antagonist = blocks the human galanin receptor 3; O60755; HEK293 GalR3-CNG cAMP membrane potential fluorescence; galR3 body fused to GalR1 C-terminus; inhibition, % at 3 µM; 360,000 tested, 0.44% active; AID 651719;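 active means inhibition above the screen-wide average plus 3 SD, cut at about 13% in these data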;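 further: forskolin and galanin both at EC90 stimulate the cells; cAMP rise reported by CNG channel membrane potential dye signal; 0% = forskolin plus galanin with DMSO and 100% = forskolin alone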
Target sequence (O60755 1-299 limits assumed): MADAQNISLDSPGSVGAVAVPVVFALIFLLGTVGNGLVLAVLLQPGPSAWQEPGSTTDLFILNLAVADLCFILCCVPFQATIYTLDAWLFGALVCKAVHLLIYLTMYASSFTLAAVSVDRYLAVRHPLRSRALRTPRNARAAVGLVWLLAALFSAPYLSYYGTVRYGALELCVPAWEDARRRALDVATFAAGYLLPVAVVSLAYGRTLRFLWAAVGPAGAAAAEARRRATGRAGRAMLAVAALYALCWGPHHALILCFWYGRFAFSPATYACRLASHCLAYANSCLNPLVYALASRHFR
* = called active by the depositor; / = not tested or not shown. Rows are unselected; about 5.4% have a hit in one of these screens.

SMILES	V1aR counter	OXTR agonist	GPR7 antagonist	MEKK2wt PB1 HTS	MEKK2 mut-MEK5	PHOSPHO1 inh	MEKK3 PB1 HTS	NALP1 yeast inh	GalR3 antagonist
O=C(c1ccc(Cn2cc(Br)cn2)o1)n1cccn1	0.9	0.7	-6	96	-2	22	94	36	3
CCCC(=O)Nc1ccc(C(=O)N/N=C/c2ccc([N+](=O)[O-])o2)cc1	0.6	0.7	-3	102	4	-3	107	19	3
COc1ccc(/C=C/CN2CCC(CO)(Cc3ccccc3Cl)CC2)cc1	28*	13	13	129	14	19	108	13	-9
N=c1c2c(-c3ccccc3)c(-c3ccccc3)oc2ncn1CCN1CCOCC1	-0.1	-2.1	-9	113	5	17	110	13	7
COc1ccc(NC(=O)C(=O)N2N=C(C(C)C)CC2(O)C(F)(F)F)cc1 (configuration not stated)	0.3	0.3	-7	97	-5	15	95	4	2
Cc1cc(C(=O)COC(=O)c2ccc(N)cc2)c(C)n1-c1c(C)n(C)n(-c2ccccc2)c1=O	0.6	0.0	-7	98	-1	29	100	3	0
CC(=O)Nc1ccc(NC(=O)COc2ccc(-c3ccccc3)cc2)cc1	/	/	-4	97	-4	26	99	10	-3
C=CCN1CCN(C(CC(C)C)c2nnnn2CCOC)CC1 (configuration not stated)	0.5	0.5	5	104	2	14	105	8	5
CC(=O)N(CC1CCCO1)C1(C(=O)NC2CCCC2)CCCCC1 (configuration not stated)	-0.5	0.6	3	100	-2	7	99	-4	0
COc1ccc(C(=O)NC(=S)NC2CCSC2=O)cc1 (configuration not stated)	0.1	-0.8	-2	101	0	-13	103	25	-12
C/C(NCc1cccnc1)=C(\C#N)C(=O)NCc1ccccc1	1.4	0.0	4	102	6	-5	102	-13	1
CC(C)(C)c1ccc(OCC(=O)N(Cc2cccs2)C2CCS(=O)(=O)C2)cc1 (configuration not stated)	4.5	0.0	13	97	0	28	98	8	/
O=C(N/N=C/c1ccccc1Cl)c1nc2ccc([N+](=O)[O-])cc2c(=O)[nH]1	0.5	0.0	-2	100	2	34	103	-4	-4
CCOC(=O)c1ccc(NC(=O)c2ccco2)cc1	0.2	-0.6	-13	113	9	29	110	20	-5
CCOC(=O)c1c(NC(=O)CSc2nnc(C)c(=O)[nH]2)sc(C)c1C	0.8	0.5	-12	93	-2	27	98	22	/
C=C(C)c1cccc(C(C)(C)NC(=O)NC2CC(C)(C)NC(C)(C)C2)c1	-0.6	-0.2	-6	107	2	32	109	-1	-4
CCN(CC)C(=O)CSc1nc2c(sc(=S)n2Cc2ccco2)c(=O)n1-c1ccccc1	-0.5	-0.8	24	95	-7	26	96	3	0
Cc1ccc(-c2nc(N3CCN(C)CC3)c3ccccc3n2)cc1	3.1	5.5	0	125	9	39	106	4	-9
O=C(Nc1ccc(C(=O)N2CCOCC2)cc1)c1cccc(Br)c1	2.6	0.6	-7	110	8	9	105	-5	-1
CCC(C(=O)OCCN(CC)CC)c1ccccc1 (configuration not stated)	1.4	1.9	7	101	5	-9	92	40	4
O=[N+]([O-])c1ccc(/C=N/Nc2cc(Cl)nc(-c3ccccc3)n2)cc1	0.9	-0.4	8	/	/	46	/	12	-2
COCCNc1nnc(SCC(=O)c2c[nH]c3ccccc23)s1	0.5	1.3	5	80	0	-15	98	15	2
COC(=O)c1c(NC(=O)c2c(OC)cccc2OC)sc2c1C(C(=O)OC)CC2 (configuration not stated)	-2.4	-2.1	-12	97	-1	37	95	8	-4
CCCCOC(=O)Nc1nnc(SCCOc2ccc(C)cc2)s1	-0.6	1.5	1	112	30	-4	107	35	4
C=CCSc1nc(=O)n2ccc(C)cc2n1	-0.3	-1.0	-6	93	-1	-5	94	-5	2
Cc1nc(C(=O)NCc2ccccc2)sc1C1(C)CC(c2cccc([N+](=O)[O-])c2)=NO1 (configuration not stated)	3.5	4.5	/	84	3	44	87	/	-4
O=C(O)c1ccc(Nc2nc3ccccc3nc2NS(=O)(=O)c2cccs2)cc1	-0.1	-0.4	-8	101	-4	20	103	34	-7
CCOC(=O)c1c(S(=O)(=O)Nc2ccc(C)c(F)c2)c(C)n(C)c1C	0.4	-0.2	-13	101	2	28	102	6	-1
CNC(=S)NNC(=O)c1oc2nc(-c3ccccc3)cc(-c3ccco3)c2c1N	1.6	2.4	-6	92	-17	-121	89	/	1
O=C(O)C1C2CCCCC2=C2CCCCC2C1C(=O)c1ccccc1 (configuration not stated)	-0.8	-0.4	-19	96	-3	-23	101	21	-4
Cn1nnnc1SCC(=O)Nc1ccccc1-c1ccccc1	-1.0	-0.5	16*	94	-7	-31	93	-10	-6
CCn1ncc([N+](=O)[O-])c1C(=O)Nc1ccc(C)c(C)c1	-1.2	-2.4	0	98	-7	10	100	-3	-1
Cc1ccc(CNC(=O)CCNS(=O)(=O)c2cccc3nsnc23)cc1	-0.1	0.6	-4	102	0	14	100	0	-9
BrC(=C\c1ccccc1)/C=N/N1CCN(Cc2ccccc2)CC1	-1.4	-2.0	-5	112	5	29	109	/	-3
CNC(=S)N(Cc1ccco1)Cc1cc2cc(OC)ccc2[nH]c1=O	-0.1	1.0	-6	98	0	8	102	10	5
O=c1nc2sc3ccccc3n2c(=O)n1-c1ccc(Cl)cc1	2.7	4.8	1	96	0	43	93	-3	0
Cc1ccc(NC(=O)CCSc2nnnn2-c2ccc3c(c2)OCO3)cc1C	2.4	0.9	-15	96	-3	6	101	/	-1
O=C(COc1ccc(Br)cc1Cl)c1ccc[nH]1	0.6	-1.5	-16	95	1	42	99	3	-5
CC(C)CNC(=O)COC(=O)c1ccc([N+](=O)[O-])cc1Cl	-0.6	-2.4	-13	97	1	-43	97	42	-6
CC(=O)c1c(C)[nH]c(C(=O)NCc2ccccc2Cl)c1C	4.7	3.4	10	94	-3	-5	98	-7	-4
O=C(CSc1nnc(NC2CCCCC2)s1)NCc1ccco1	-0.9	-0.4	-1	92	-4	-4	98	-2	8
CC1(C)Cc2c(sc3nc(C4CC4)n(N)c(=O)c23)CO1	0.2	1.1	-4	98	1	20	102	42	-3
CNS(=O)(=O)c1cccc(C(=O)NCC(c2ccco2)N(C)C)c1 (configuration not stated)	1.1	0.5	-9	102	3	16	99	18	-3
CCCCNC(=O)CN1CCC2(O)CCCCC2C1c1ccccc1OC (configuration not stated)	0.0	-0.5	-13	100	-1	-23	95	5	1
O=C(CCc1nnc(CCCCc2ccccc2)o1)NCc1cccc(F)c1	0.3	-1.0	-8	102	3	32	107	3	-3
Nc1nonc1-n1nnc(C(=O)N/N=C/c2cccc(Cl)c2)c1-c1ccc2c(c1)OCO2	2.7	1.4	-1	112	5	2	106	11	-2
COc1ccc(C2/C(=C(/O)c3ccc(F)cc3)C(=O)C(=O)N2c2ccccn2)cc1OC (configuration not stated)	-0.1	0.3	-10	109	5	/	110	12	-8
O=S(=O)(Nc1nc(-c2ccccc2)cs1)c1cccc(C(F)(F)F)c1	4.2	0.8	-16	92	0	23	91	-2	-8
CC(=O)N(CCc1cccc(C)c1)Cc1cc2ccc(C)cc2[nH]c1=O	1.4	-0.4	-4	102	21	19	102	-1	-8
CCOC(=O)C(NC(=O)NCc1ccc(F)cc1)(OCC)C(F)(F)F (configuration not stated)	0.9	-0.7	6	107	4	-2	128*	20	-8
NNC(=O)Cn1c(COc2ccc(Cl)cc2)nc2ccccc21	0.8	0.1	-3	96	-2	-7	97	26	-12
COCCNC(=O)CC(NS(=O)(=O)c1ccc(C)cc1)c1ccco1 (configuration not stated)	0.0	-0.8	3	108	15	0	107	-30	0
OC1(c2ccc3c(c2)OCO3)CCN(Cc2ccc(F)cc2)CC1	0.7	0.6	-2	109	6	25	116	/	10
Cc1nc2ccccn2c1C(=O)N/N=C/c1ccc2c(c1)OCO2	1.2	-0.2	11	90	-2	5	58	17	-3
Cc1cc(C)cc(C(=O)Nn2cnnc2)c1	-1.3	0.7	-7	105	0	35	104	4	-8
N/C(CN1CCCC1=O)=N\OC(=O)c1ccc(Cl)c(Cl)c1	5.7	2.4	-1	99	1	-3	101	16	-4
COc1ccc(-c2cc(C(=O)NCc3ccccc3)no2)cc1OC	0.1	-0.1	-7	95	4	16	96	7	-6
COc1ccc(CCNC(=O)c2ccc(CS(=O)(=O)Cc3cccc(C)c3)o2)cc1OC	11	7.0	-14	101	1	33	101	18	-7
O=C(c1ccc(CSc2nc3ccncc3[nH]2)cc1)N1CCN(c2cccc(Cl)c2)CC1	8.2	6.8	-2	76	7	-11	74	24	/
O=C(Cn1cccc1C(=O)c1ccccc1)NCc1ccc(F)cc1	-0.7	-2.7	14	102	2	44	100	10	0
O=C(NCCCNC(=O)NC1CCCCC1)NC1CCCCC1	0.2	-0.8	-3	98	0	/	98	/	0
CCCCOc1ccc(S(=O)(=O)N2CCCCCC2)cc1	-0.2	-1.0	7	102	-1	5	103	10	-6

Exported with values under each structure: part of the list above
Sequence of screens – V1aR counter, OXTR agonist, GPR7 antagonist, MEKK2wt PB1 HTS, MEKK2 mut-MEK5, PHOSPHO1 inh, MEKK3 PB1 HTS, NALP1 yeast inh, GalR3 antagonist
- COc1ccc(C2/C(=C(/O)c3ccc(F)cc3)C(=O)C(=O)N2c2ccccn2)cc1OC (configuration not stated)
→ -0.1, 0.3, -10, 109, 5, /, 110, 12, -8
- O=S(=O)(Nc1nc(-c2ccccc2)cs1)c1cccc(C(F)(F)F)c1
→ 4.2, 0.8, -16, 92, 0, 23, 91, -2, -8
- CC(=O)N(CCc1cccc(C)c1)Cc1cc2ccc(C)cc2[nH]c1=O
→ 1.4, -0.4, -4, 102, 21, 19, 102, -1, -8
- CCOC(=O)C(NC(=O)NCc1ccc(F)cc1)(OCC)C(F)(F)F (configuration not stated)
→ 0.9, -0.7, 6, 107, 4, -2, 128*, 20, -8
- NNC(=O)Cn1c(COc2ccc(Cl)cc2)nc2ccccc21
→ 0.8, 0.1, -3, 96, -2, -7, 97, 26, -12

Whole records from above. Order of values: V1aR counter, OXTR agonist, GPR7 antagonist, MEKK2wt PB1 HTS, MEKK2 mut-MEK5, PHOSPHO1 inh, MEKK3 PB1 HTS, NALP1 yeast inh, GalR3 antagonist
O=C(c1ccc(CSc2nc3ccncc3[nH]2)cc1)N1CCN(c2cccc(Cl)c2)CC1 reads 8.2, 6.8, -2, 76, 7, -11, 74, 24, /
N/C(CN1CCCC1=O)=N\OC(=O)c1ccc(Cl)c(Cl)c1 reads 5.7, 2.4, -1, 99, 1, -3, 101, 16, -4
